High-throughput results deposited in PubChem by NMMLSC.
Bim-Bfl-1: inhibitors of Bim-Bfl-1 interaction, human; Bead-based flow cytometry, Bim-Bfl-1 binding inhibition; AID 1008; inhibition, % at 10 µM; 190,000 compounds, 0.12% hits; Q16548;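 further: 0% = wells without compound plus tracer and 100% = blocker peptide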
Bim-Bcl-B: human Bim-Bcl-B interaction inhibition; Q9HD36; bead-based flow cytometry, Bim peptide-Bcl-B binding; inhibition, % at 10 µM; 190,000 compounds, 0.073% hits; AID 951;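 further: 0% = tracer peptide without compound and 100% = reference inhibitor peptide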
RGS8-Gao: modulates binding of RGS8 to human Galphao; multiplexed bead flow cytometry; actives lie on both sides; P09471; 220,000 compounds, 0.34% hits; response (percent of control binding), % at 10 µM; in the data active means response below about 60% or above about 140%; inactive means in between;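 further: Galphao activated as the GDP aluminium fluoride complex binding bead-coupled RGS8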
Bim-Bcl-W: disrupts Bim peptide binding to human Bcl-W. Q92843. bead-based flow cytometry. inhibition, % at 10 µM. 190,000 compounds, 0.02% hits;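 further: 0% = bound tracer without compound and 100% = peptide blocker; higher means less fluorescent Bim peptide bound to Bcl-W beads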
Bim-Bcl-2: human Bim-Bcl-2 interaction inhibition | Bead-based flow cytometry, Bim peptide-Bcl-2 binding | inhibition, % at 10 µM | 190,000 compounds, 0.06% hits | P10415; in the data active means inhibition above about 40%; inconclusive means no clear call, values can overlap the other calls;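 further: 0% = no compound wells with probe peptide and 100% = reference peptide inhibitor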
RGS4-Gao reg: modulates binding of RGS4 to human Galphao. P09471. Multiplexed bead flow cytometry; actives lie on both sides. binding response (% of control), % at 10 µM. 220,000 compounds, 0.33% hits. AID 1415; in the data active means binding response below about 49% or above about 150%; inactive means in between;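 further: fluorescent Galphao activated with aluminum fluoride binding bead-coupled RGS4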
ABCG2 block: human ABCG2 inhibition, ABCB1 as counter-screen. Q9UNQ0. IgMXP3 cells, JC-1 efflux, flow cytometry. inhibition, % at 6.6 µM. 190,000 compounds, 0.1% hits. AID 1325;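 active means inhibition above 80%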;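 further: 0% = DMSO and 100% = nicardipine control wells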
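material = IgMXP3 (ABCG2) plus far-red-tagged CCRF-Adr (ABCB1) cells | amount = 3 million cells/mL, equal mix of both lines | also added = JC-1 transporter substrate | dosing = one concentration, 6.6 µM final | schedule = 10 min at 25 °C | measured by = flow cytometric JC-1 green MFI at 530 nm | read-out basis = percent efflux inhibition, scaled nicardipine 100% to DMSO 0%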
ABCB1 inh: human ABCB1 inhibition, ABCG2 as counter-screen; CCRF-Adr cells, JC-1 efflux, flow cytometry; 190,000 compounds, 0.067% hits; P08183; inhibition, % at 6.6 µM; in the data active means inhibition above about 40%;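 further: 0% = vehicle and 100% = reference inhibitor; higher value means more JC-1 retained so stronger ABCB1 efflux block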
Target sequence (P08183 whole entry, looked up): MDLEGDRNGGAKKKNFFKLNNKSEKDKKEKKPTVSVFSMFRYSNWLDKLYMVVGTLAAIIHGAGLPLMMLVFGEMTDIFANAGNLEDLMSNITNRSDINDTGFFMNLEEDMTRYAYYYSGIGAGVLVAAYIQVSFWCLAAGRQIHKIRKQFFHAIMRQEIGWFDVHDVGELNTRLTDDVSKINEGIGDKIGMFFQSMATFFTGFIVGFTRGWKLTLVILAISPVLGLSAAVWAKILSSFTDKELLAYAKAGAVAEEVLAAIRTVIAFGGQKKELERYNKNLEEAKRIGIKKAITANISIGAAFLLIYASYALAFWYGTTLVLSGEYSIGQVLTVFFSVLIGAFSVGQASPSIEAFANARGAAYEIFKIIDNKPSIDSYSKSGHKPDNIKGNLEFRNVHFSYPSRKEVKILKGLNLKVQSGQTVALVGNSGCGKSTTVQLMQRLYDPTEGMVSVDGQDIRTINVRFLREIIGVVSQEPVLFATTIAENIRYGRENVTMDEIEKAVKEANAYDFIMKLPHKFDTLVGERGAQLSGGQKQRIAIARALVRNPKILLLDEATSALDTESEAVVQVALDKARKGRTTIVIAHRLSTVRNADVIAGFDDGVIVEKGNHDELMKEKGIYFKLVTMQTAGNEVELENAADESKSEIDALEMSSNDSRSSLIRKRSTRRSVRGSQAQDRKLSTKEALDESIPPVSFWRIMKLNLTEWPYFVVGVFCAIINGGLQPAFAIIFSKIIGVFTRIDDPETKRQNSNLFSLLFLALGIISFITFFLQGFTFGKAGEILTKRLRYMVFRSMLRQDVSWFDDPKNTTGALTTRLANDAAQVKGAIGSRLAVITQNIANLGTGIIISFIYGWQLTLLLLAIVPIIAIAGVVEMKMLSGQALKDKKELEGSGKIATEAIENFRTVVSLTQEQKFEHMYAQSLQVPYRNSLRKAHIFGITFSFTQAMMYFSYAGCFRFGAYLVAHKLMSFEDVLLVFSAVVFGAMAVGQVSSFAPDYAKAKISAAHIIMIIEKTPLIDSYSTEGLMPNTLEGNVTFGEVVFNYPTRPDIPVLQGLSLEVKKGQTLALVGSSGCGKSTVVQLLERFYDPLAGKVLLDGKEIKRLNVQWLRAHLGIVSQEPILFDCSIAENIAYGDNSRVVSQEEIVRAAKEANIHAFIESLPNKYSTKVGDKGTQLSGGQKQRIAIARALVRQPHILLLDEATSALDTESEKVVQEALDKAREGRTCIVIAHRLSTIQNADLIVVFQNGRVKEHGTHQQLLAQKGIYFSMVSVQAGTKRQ
GSH bead fluor: GSH bead compound fluorescence profile; GSH beads flow cytometry, compound fluorescence 488/530 nm; stronger effect = higher value; fluorescence (KMESF) at 10 µM; 190,000 compounds, 0.25% hits; AID 1776; in the data active means fluorescence above about 89;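 further: glutathione beads carrying GST-tagged Bcl family fusion proteins plus one bare bead set; values are compound well signal with DMSO vehicle wells as background; inactives centre near 16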
RGS7-Gao: modulates binding of RGS7 to human Galphao; binding response (% of control), % at 10 µM; 220,000 compounds, 0.35% hits; Multiplexed bead flow cytometry; actives lie on both sides; in the data active means binding response below about 49% or above about 150%; inconclusive means no clear call, values can overlap the other calls; inactive means in between;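 further: fluorescent Galphao held in activated GDP-AlF4 state binding bead-coupled RGS7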
Bcl-XL Bim block: human Bim-Bcl-XL interaction inhibition; 190,000 compounds, 0.04% hits; AID 1007; inhibition, % at 10 µM; Q07817; Bim peptide-Bcl-XL binding, bead flow cytometry, fluorescence
Active calls of the source: *; ? = inconclusive; nt = not tested or not shown; [ ] = remark or other dose. Unless noted, no stated cut-off is given here; in the data, active means inhibition above about 40%.

Field names – A = Bim-Bfl-1; B = Bim-Bcl-B; C = RGS8-Gao; D = Bim-Bcl-W; E = Bim-Bcl-2; F = RGS4-Gao reg; G = ABCG2 block; H = ABCB1 inh; I = GSH bead fluor; J = RGS7-Gao; K = Bcl-XL Bim block
> CSc1ccc(N2C(=O)NC3(CCCCC3)C2=O)cc1
  A: -14	B: -6	C: 102	D: -4	E: -7	F: 96	G: 1	H: -1.0	I: 34	J: 95	K: 0

> O=C(Nc1nncs1)c1ccc(Br)c(S(=O)(=O)N2CCCC2)c1
  A: -14	B: -7	C: 100	D: 0	E: -10	F: 100	G: 15	H: 0.8	I: 28	J: 102	K: -18

> CCN(CC)Cc1c(O)ccc2occ(C(=O)c3ccc(OC)cc3)c12
  A: -4	B: -2	C: 100	D: 1	E: -34	F: 101	G: 0	H: 0.1	I: 22	J: 102	K: -6

> CCN(c1ccccc1)S(=O)(=O)c1ccc(OC)c(NC(=O)CN(C)C)c1
  A: -10	B: -7	C: 93	D: -4	E: -7	F: 98	G: 15	H: 1.3	I: 16	J: ?	K: -5

> Cc1ccc(N2C(=N)/C(=C3/Nc4ccccc4S3)C(c3ccccc3)C2=O)cc1 (stereo not drawn)
  A: -2	B: 0	C: 100	D: 5	E: 2	F: 104	G: 3	H: 4.3	I: 11	J: 102	K: -2

> COc1cc(/C=N/N2C(=O)C3C4C=CC(CC4)C3C2=O)ccc1O (stereo not drawn)
  A: -5	B: -5	C: 101	D: -8	E: -3	F: 99	G: 1	H: 0.4	I: 13	J: 102	K: -6

> COc1ccc(S(=O)(=O)N(CC(=O)Nc2ccc3c(c2)OCO3)c2ccccc2OC)cc1
  A: -9	B: -7	C: 98	D: 1	E: -2	F: 94	G: 11	H: 2.5	I: 17	J: 97	K: -1

> COC(=O)c1cccc(NC(=S)Nc2cc(Cl)ccc2OC)c1
  A: -2	B: -5	C: 100	D: -3	E: -6	F: 99	G: 5	H: -0.3	I: 10	J: 102	K: -5

> Cc1cccc(/C=C2/SC(=O)N(Cc3ccccc3Cl)C2=O)n1
  A: 0	B: 0	C: 90	D: -1	E: 0	F: 81	G: 3	H: 0.6	I: 9	J: 80	K: 4

> Cc1ccc(NC(=O)C2=CCN(S(=O)(=O)c3ccc(F)cc3)CC2)c(C)c1
  A: -1	B: -5	C: 104	D: -6	E: -2	F: 103	G: 3	H: 0.5	I: 16	J: 102	K: -5

> CCCCNC(=O)CC(NS(=O)(=O)c1ccc(C)cc1)c1ccco1 (stereo not drawn)
  A: 7	B: 4	C: 105	D: 14	E: 4	F: 99	G: 1	H: 0.3	I: 11	J: 100	K: 10

> CC1CC(N(C(=O)c2ccc(Cl)cc2)c2ccccc2)c2ccccc2N1C(=O)c1ccco1 (stereo not drawn)
  A: -8	B: -35	C: 105	D: 3	E: -3	F: 107	G: 2	H: 6.7	I: 41	J: 101	K: 0

> CCCCn1cnc2c1c(=O)[nH]c(=O)n2CCCC
  A: -14	B: -3	C: 101	D: 1	E: -3	F: 102	G: 1	H: 0.4	I: 19	J: 102	K: -4

> CCc1ccc(N2CC(C(=O)NC3=NCCS3)CC2=O)cc1 (stereo not drawn)
  A: 0	B: 0	C: 99	D: 0	E: -1	F: 90	G: 0	H: 0.0	I: 8	J: 87	K: 0

> CC12COC3(C(=O)Nc4cccnc4)CC1CCC32C (stereo not drawn)
  A: -24	B: -8	C: 101	D: -4	E: -10	F: 102	G: 5	H: 0.1	I: 25	J: 98	K: -7

> CCC(C(=O)NC(C)(C)C)N(C(=O)Cn1nnc(-c2ccccc2F)n1)c1cnc2ccccc2c1 (stereo not drawn)
  A: -4	B: -5	C: 100	D: -10	E: -3	F: 97	G: 0	H: 7.2	I: 8	J: 97	K: -14

> Cc1nc(Cl)sc1C(=O)Nc1ccc(Cl)cc1
  A: 0	B: -3	C: 100	D: -3	E: -1	F: 96	G: 4	H: 0.1	I: 10	J: 99	K: -2

> COc1ccc(C(=O)COc2nc(C)cc(C)c2C#N)cc1
  A: 0	B: -4	C: 100	D: -3	E: -2	F: 101	G: 6	H: 0.8	I: 27	J: 98	K: 0

> COc1ccc2c(Cl)c(C(=O)N/N=C/c3c(C)[nH]c4ccccc34)sc2c1
  A: -3	B: -6	C: 105	D: -3	E: 0	F: 139	G: 0	H: 0.0	I: 14	J: 156*[activator]	K: -5

> CCc1cc[n+](/C(C(=S)Nc2cccc(C)c2)=C(/[O-])c2ccc(C)c([N+](=O)[O-])c2)cc1
  A: -5	B: -9	C: 91	D: -2	E: -8	F: 88	G: 0	H: 0.1	I: 12	J: 88	K: -8

> CN(C)C(=S)Nn1c(-c2ccccc2)nc2ccccc2c1=O
  A: 0	B: -10	C: 101	D: -2	E: 0	F: 102	G: 0	H: 0.2	I: 6	J: 101	K: -9

> O=C(O)c1cc(S(=O)(=O)N2CCCCCC2)c(Cl)cc1Cl
  A: 0	B: 3	C: 99	D: 0	E: 0	F: 94	G: 0	H: 0.2	I: 8	J: 93	K: -3

> CCS(=O)(=O)N1CCN(C(=O)c2ccco2)CC1
  A: 2	B: 8	C: 108	D: 1	E: 5	F: 113	G: 0	H: 0.2	I: 11	J: 125	K: -3

> O=C(Nc1cnn(Cc2ccc(F)cc2)c1)c1cc(-c2ccco2)on1
  A: -3	B: 0	C: 101	D: -2	E: -2	F: 100	G: 4	H: -0.2	I: 10	J: 100	K: 2

> CC(C)(C)C(=O)Cn1ncc(NC2CC2)c(Br)c1=O
  A: 6	B: -11	C: 95	D: 0	E: 0	F: 92	G: 2	H: 0.4	I: 20	J: 89	K: 1

> O=C(Nc1nnc(COc2ccc(Cl)cc2)s1)c1cccs1
  A: -4	B: -1	C: 94	D: 0	E: -1	F: 111	G: 3	H: 0.2	I: 18	J: 126	K: 0

> CCOC(=O)C(C)/C(C)=N/NC(=O)c1cc2ccccc2cc1O (stereo not drawn)
  A: -15	B: -5	C: 100	D: -3	E: -8	F: 99	G: -8	H: -1.6	I: 19	J: 96	K: -7

> COc1cc(C)c(C(=O)Oc2cc(C)c(C(=O)O)c(O)c2C)c(OC)c1C
  A: -1	B: 0	C: 97	D: 2	E: 0	F: 95	G: 2	H: -0.6	I: 24	J: 94	K: 1

> Cn1ccnc1SCc1cn2ccccc2n1
  A: 0	B: -3	C: 127	D: -6	E: -5	F: 106	G: 2	H: 0.4	I: 45	J: 110	K: -8

> COc1ccc(S(=O)(=O)N2CCCCCC2)cc1C(=O)OCC(=O)NC(N)=O
  A: -14	B: -6	C: 96	D: 0	E: -9	F: 98	G: 5	H: 0.5	I: 26	J: 98	K: 4

> CCNc1cc2oc(=O)c(CN3CCOCC3)c(C)c2cc1C
  A: 1	B: -4	C: 100	D: -1	E: -6	F: 97	G: 4	H: 1.7	I: 18	J: 98	K: -2

> O=C(Nc1ccc(S(=O)(=O)NCC2CCCO2)cc1)c1ccc(Cl)cc1[N+](=O)[O-] (stereo not drawn)
  A: 0	B: -1	C: 97	D: 4	E: 0	F: 96	G: 2	H: 0.5	I: 21	J: 87	K: 0

> Cc1cc(-c2ccco2)n(CC(=O)NCc2ccco2)n1
  A: -6	B: -5	C: 103	D: -1	E: -5	F: 103	G: 1	H: 0.1	I: 21	J: 102	K: -2

> CCCOc1ccc(C(=O)Nc2nc(C)c(Cc3ccc4c(c3)OCO4)s2)cc1
  A: -1	B: -4	C: 105	D: -2	E: 0	F: 103	G: 3	H: nt	I: 9	J: 103	K: -6

> CCN(CC)CCN1C(=O)C(=O)/C(=C(/O)c2ccccc2)C1c1ccccc1F (stereo not drawn)
  A: -2	B: 0	C: 102	D: -1	E: -5	F: 103	G: -1	H: -2.8	I: 20	J: 101	K: -2

> COc1ccc(C(C(=O)OC(C)CN(C)C)c2ccccc2)cc1 (stereo not drawn)
  A: -6	B: -3	C: 101	D: 0	E: -4	F: 103	G: 1	H: 0.3	I: 49	J: 105	K: 0

> Cc1cccn2c(=O)c3cc(C(=O)N(C)C)n(C)c3nc12
  A: -2	B: 0	C: 102	D: -2	E: 0	F: 101	G: 2	H: 0.5	I: 22	J: 99	K: -2

> CC(=O)c1ccc(N2CCN(C(=S)Nc3ccccc3)CC2)cc1
  A: -6	B: -7	C: 100	D: 0	E: -9	F: 101	G: 9	H: 0.2	I: 51	J: 101	K: -6

> Cc1nc(C(C)NC(=O)CCc2nnc(Cc3c[nH]c4ccccc34)o2)cs1 (stereo not drawn)
  A: -6	B: -2	C: 94	D: -2	E: -1	F: 86	G: 2	H: 0.3	I: 10	J: 98	K: -1

> CCCCc1ccc(CC(=O)O)cc1
  A: -16	B: -12	C: 98	D: -4	E: -9	F: 102	G: 4	H: 0.6	I: 26	J: 107	K: -8

> CC(NC(=O)c1cc2ccccc2o1)c1cccs1 (stereo not drawn)
  A: -11	B: -7	C: 103	D: -2	E: -10	F: 102	G: 1	H: 0.1	I: 40	J: 99	K: 1

> O=C(COC(=O)c1ccc(Cl)s1)c1cc2ccccc2o1
  A: -11	B: -5	C: 99	D: 1	E: -4	F: 99	G: -1	H: -0.1	I: 13	J: 99	K: -1

> O=C1CC(c2cccc(Br)c2)C2=C(CCCC2=O)N1 (stereo not drawn)
  A: 1	B: 2	C: 104	D: 1	E: -2	F: 110	G: 2	H: 0.2	I: 23	J: 106	K: 0

> O=c1[nH]nc(SCc2ccccc2)c(=O)[nH]1
  A: 0	B: -7	C: 100	D: -3	E: 1	F: 99	G: 4	H: 0.8	I: 6	J: 99	K: -4

> O=C(CNC(=O)c1ccccc1)NCC1COc2ccccc2O1 (stereo not drawn)
  A: -1	B: -1	C: 100	D: -1	E: -1	F: 101	G: 0	H: -0.6	I: 20	J: 101	K: -2

> COc1cc2nc(N(C)CCCNC(=O)C3CCCO3)nc(N)c2cc1OC (stereo not drawn)
  A: -2	B: 0	C: 101	D: 0	E: -3	F: 106	G: 1	H: nt	I: 67	J: 109	K: -4

> CCCCn1c(=O)[nH]c(=O)c2c1nc(COC(=O)c1c(C)noc1C)n2CCC
  A: -8	B: -13	C: 103	D: 3	E: -9	F: 102	G: 4	H: 1.1	I: 52	J: 101	K: -2

> CCc1ccc(/C=C/C(=O)c2c(C)cc(C)[nH]c2=O)cc1
  A: -12	B: -7	C: 101	D: 3	E: -9	F: 103	G: 3	H: 0.3	I: 17	J: 100	K: -4

> Cc1ccccc1N1C(=O)c2cccc3c(N(C)CCO)ccc(c23)C1=O
  A: 1	B: -2	C: 106	D: 0	E: -1	F: 101	G: 5	H: 1.1	I: 18	J: 109	K: -3

> Cc1cccc(C)c1OCCNC(=O)OCc1ccccc1
  A: -2	B: -2	C: 94	D: 3	E: 0	F: 94	G: 17	H: 0.5	I: 15	J: ?	K: 2

> Cc1ccc2nc3c(cc2c1)c(NC(=O)C1CCCO1)nn3CC(C)C (stereo not drawn)
  A: -8	B: -5	C: 100	D: -2	E: -8	F: 98	G: 14	H: 2.5	I: 38	J: 103	K: -8

> CC(C)NC(=O)C1CCCN(S(=O)(=O)c2ccc(-n3cnnn3)cc2)C1 (stereo not drawn)
  A: -13	B: -4	C: 105	D: 2	E: -8	F: 105	G: 1	H: 0.3	I: 62	J: 107	K: -25
